# Screening data as filed in PubChem.
# NCOA2 inhibitor = inhibits human steroid receptor coactivator 2; HEK293 GAL4-SRC2 luciferase reporter, luminescence; inhibition, % at 9 µM; 370,000 tested, 0.17% active; AID 651957;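 active = inhibition above the mean inhibition of all tested compounds plus 3 SD, set per campaign, cut at about 52% in these data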;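 note: 0% = DMSO treated cells and 100% = cells given Gossypol at 36 µM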
# TWEAK Fn14 block = TWEAK-Fn14 signaling inhibition. TWEAK-stimulated Fn14 reporter cells, luciferase luminescence, 8 h. inhibition, % at 10 µM. AID 1159606. 360,000 tested, 2% active; in the data active = inhibition above about 50%
# SRC1 inh = inhibits human SRC1 coactivator; inhibition, % at 3.6 µM; 360,000 tested, 0.12% active; Q15788; HEK293 GAL4-SRC1 luciferase reporter, luminescence;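 active = inhibition above the campaign mean plus 3 SD, with each screening campaign given its own cutoff, cut at about 60% in these data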;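 note: 0% = DMSO treated cells and 100% = gossypol at 36 µM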
# NOD2 RIPK2 PPI = inhibitors of human NOD2-RIPK2 interaction; O43353; CHO BLA complementation NOD2-RIPK2, CCF4 ratio; inhibition, % at 4.98 µM; 360,000 tested, 0.38% active; in the data active = inhibition above about 21%;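 note: 0% = vehicle only and 100% = reference blocker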
# TLR9-MyD88 inh = inhibitors of human TLR9-MyD88 binding; Q9NR96+Q99836; inhibition, % at 4.98 µM; CHO BLA complementation TLR9-MyD88, CCF4 FRET ratio; 340,000 tested, 0.21% active;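 active = inhibition above the mean over all tested compounds plus 3 SD, cut at about 21% in these data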;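 note: 0% = DMSO only wells and 100% = clavulanate BLA inhibitor control wells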
# Target sequence (Q99836 whole entry, looked up): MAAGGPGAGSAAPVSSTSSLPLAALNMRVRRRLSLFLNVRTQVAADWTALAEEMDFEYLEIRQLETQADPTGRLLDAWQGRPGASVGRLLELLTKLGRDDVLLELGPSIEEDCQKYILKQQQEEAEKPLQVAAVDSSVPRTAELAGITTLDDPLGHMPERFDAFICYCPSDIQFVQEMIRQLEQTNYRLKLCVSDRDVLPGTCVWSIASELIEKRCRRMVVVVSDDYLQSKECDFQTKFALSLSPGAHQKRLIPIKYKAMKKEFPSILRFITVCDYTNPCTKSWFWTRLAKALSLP
# Target sequence (Q9NR96 whole entry, looked up): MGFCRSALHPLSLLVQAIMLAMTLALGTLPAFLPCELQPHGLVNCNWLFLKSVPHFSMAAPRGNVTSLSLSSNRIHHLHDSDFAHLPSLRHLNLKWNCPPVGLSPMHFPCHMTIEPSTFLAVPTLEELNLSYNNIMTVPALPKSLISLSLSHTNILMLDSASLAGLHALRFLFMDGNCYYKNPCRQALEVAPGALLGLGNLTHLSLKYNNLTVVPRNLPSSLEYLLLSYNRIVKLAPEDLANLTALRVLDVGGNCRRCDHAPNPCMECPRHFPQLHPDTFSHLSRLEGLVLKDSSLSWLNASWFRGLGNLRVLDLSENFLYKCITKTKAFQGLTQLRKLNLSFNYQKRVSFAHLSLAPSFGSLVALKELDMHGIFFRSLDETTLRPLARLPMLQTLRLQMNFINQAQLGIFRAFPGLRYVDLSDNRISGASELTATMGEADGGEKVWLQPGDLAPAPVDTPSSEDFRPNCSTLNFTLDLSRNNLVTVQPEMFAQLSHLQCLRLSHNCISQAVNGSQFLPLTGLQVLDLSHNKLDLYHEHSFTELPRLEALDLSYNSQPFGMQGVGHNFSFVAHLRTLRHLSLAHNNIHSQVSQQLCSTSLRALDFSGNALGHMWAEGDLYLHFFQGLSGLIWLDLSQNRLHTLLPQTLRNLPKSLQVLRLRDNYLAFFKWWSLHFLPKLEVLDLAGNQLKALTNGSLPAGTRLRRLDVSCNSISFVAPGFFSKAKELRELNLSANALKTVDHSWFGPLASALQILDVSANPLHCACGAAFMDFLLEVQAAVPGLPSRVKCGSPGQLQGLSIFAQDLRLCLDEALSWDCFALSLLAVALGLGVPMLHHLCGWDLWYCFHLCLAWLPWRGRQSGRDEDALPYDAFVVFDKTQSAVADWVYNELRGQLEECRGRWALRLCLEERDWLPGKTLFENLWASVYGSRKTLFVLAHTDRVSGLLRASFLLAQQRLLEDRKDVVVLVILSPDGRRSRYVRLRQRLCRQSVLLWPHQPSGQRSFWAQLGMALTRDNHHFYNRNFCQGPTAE
# ABHD5-PLIN5 inh = ABHD5-PLIN5 protein interaction inhibition; Q00G26+Q8WTS1; Split G. princeps luciferase complementation, luminescence, 4 h; inhibition, % at 4 µM; 360,000 tested, 0.78% active; AID 602281;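 active = inhibition above the mean inhibition across every tested compound plus 3 SD, cut at about 22% in these data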;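 note: 0% = DMSO only wells and the 100% control is not disclosed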
# NCOA3 inh = inhibitors of human steroid receptor coactivator 3 (SRC3); inhibition, % at 3.6 µM; HEK293 GAL4-SRC3 luciferase reporter, luminescence; 360,000 tested, 0.17% active;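 active = inhibition above a per-campaign cutoff, the mean of all compounds plus 3 SD, cut at about 60% in these data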;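 note: 0% = DMSO-treated cells and 100% = gossypol-treated cells at 36 µM; higher means less SRC3-driven luciferase light from the GAL4 reporter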
# LRH-1 inv ag = inverse agonists of human LRH-1 (NR5A2). O00482. HEK293T StAR-luciferase reporter, LRH-1 transfected, 24 h. inhibition, % at 3.6 µM. 360,000 tested, 0.13% active. AID 602396;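 active = inhibition above the mean inhibition of all tested compounds plus 3 SD, cut at about 73% in these data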;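 note: 0% = DMSO wells and 100% = reporter-only cells lacking LRH-1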
# NR2F2 inh = blocks human COUP-TFII nuclear receptor | HEK293T NGFI-A luciferase reporter, luminescence | inhibition, % at 8.6 µM | 370,000 tested, 0.7% active | AID 686940 | P24468;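 active = inhibition above a per-plate cutoff, mean inhibition of test wells between control levels plus 3 SD, cut at about 38% in these data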;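 note: cells cotransfected with COUP-TFII expression vector driving the NGFI-A reporter; 0% = median of COUP-TF2 test wells and 100% = reporter-only cells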
# Exocytosis inh = lytic granule exocytosis inhibition; TALL-104 LAMP-1 surface exposure, flow cytometry; cells stimulated with thapsigargin and PMA; AID 651702; inhibition, % at 10 µM; 360,000 tested, 0.66% active;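 active = inhibition above about 55%, limit read from the data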
# TROY signal inh = blocks TROY-dependent signaling in reporter cells | Q293 LMP1-TROYcd NF-kB luciferase reporter, 4 h | inhibition, % at 10 µM | 360,000 tested, 0.98% active;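 active = compounds whose plate-normalised and pattern-corrected inhibition of the luciferase reporter signal at the single screening dose is 50% or more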
# * hit, by the source's call; nt = no result given. The list is partial (hit frequency here may not be typical).
SMILES,NCOA2 inhibitor,TWEAK Fn14 block,SRC1 inh,NOD2 RIPK2 PPI,TLR9-MyD88 inh,ABHD5-PLIN5 inh,NCOA3 inh,LRH-1 inv ag,NR2F2 inh,Exocytosis inh,TROY signal inh
CCCCN(C(C)=O)c1c(N)n(CCC)c(=O)n(CC(=O)Nc2cc(Cl)cc(Cl)c2)c1=O,18,6,5,-8,2,8,4,-14,-1,-1,-8
Cc1ccccc1N(CC(=O)NC1CCCCC1)C(=O)CCCC(=O)Nc1ccccn1,3,-1,-20,1,10,7,0,-4,-15,-13,8
CC(NC(=O)c1ccc(Cn2cc([N+](=O)[O-])cn2)cc1)c1ccccc1 (stereo not given),20,3,-7,2,-2,-5,1,3,6,-4,-2
Cc1nc2cc(NC(=O)c3ccco3)ccc2n1C,-48,27,-130,-2,1,-3,-130,-106,-33,-4,-1
CCOC(=O)N1CCC(N2C(=O)c3ccccc3C2Nc2ccc3c(C)cc(=O)oc3c2)CC1 (stereo not given),1,-8,-5,0,1,1,-4,-9,-2,10,10
Cc1ccc2nc3n(c2c1)CCCN3,-20,-7,-10,-15,-4,10,-10,9,-16,-1,-4
COc1cc(NC(=O)C2CCCO2)c(C(=O)O)cc1OC (stereo not given),nt,-7,2,-5,4,1,10,14,nt,-1,-12
O=C(Nc1ccccc1OC(F)F)c1cccc(S(=O)(=O)N2CCCC2)c1,26,-16,2,-9,0,-3,-1,1,4,0,-2
CC(C)CC1CC(C)(c2csc(NNC(=O)c3ccccc3)n2)OC1=O (stereo not given),2,-10,-7,2,-12,-6,10,7,12,-5,-5
O=C(/C=C/c1cccc(F)c1)N1CCc2ccccc21,-36,15,-102,9,-7,-1,-57,-166,-33,12,-36
O=C(COc1ccc(Cl)cc1Cl)NC(=O)N1CCOCC1,-17,15,11,-6,-1,-6,-24,-10,-14,-6,-21
Cc1c(CN(C)C(=O)C2CCC(=O)N(Cc3ccccc3F)C2)[nH]c2ccccc12 (stereo not given),-13,8,-1,3,-2,-4,-15,-22,9,6,10
CN(Cc1ccccc1)C(=O)COC(=O)c1cc([N+](=O)[O-])ccc1N1CCOCC1,-27,-6,-10,0,5,-3,0,13,-1,-2,4
CCC(=O)c1ccc(OCC(O)CNCc2ccc(F)cc2)cc1 (stereo not given),11,0,8,1,0,2,9,23,-4,4,5
CC(C)(C)C(=O)Nc1nc2c(s1)CN(Cc1ccccc1)CC2,-76,-9,-60,6,5,-5,-40,-48,-14,-5,-23
COc1ccc2cc(C(=O)COC(=O)COc3ccc4c(C)cc(=O)oc4c3)ccc2c1,-1,-10,2,0,-3,-1,14,-10,7,-1,-9
O=C(COC(=O)c1ccccc1)Nc1ccccc1Br,10,-9,-10,-4,-1,4,3,0,9,2,-21
COc1cc2c(cc1OC)C(c1ccccc1F)NCC2 (stereo not given),3,-25,-117,-1,6,2,-11,-2,6,3,10
Cc1nnc(Cl)c2nn(-c3ccccc3F)c(C)c12,5,-8,3,-2,-5,2,17,5,10,8,6
Cc1cc(C(C)(C)C)oc1C(=O)NCCCNC(=O)c1oc(C(C)(C)C)cc1C,-10,74*,-7,-4,-1,-5,16,6,11,-3,nt
Cc1ccc(N2C(=O)C3C4C=CC(C4)C3C2=O)cc1 (stereo not given),-5,2,-21,-7,-8,2,7,-5,2,0,7
Cc1ccc(-n2c(O)c(/C=N/c3ncn[nH]3)c3ccccc3c2=O)cc1,-21,-4,0,-2,6,5,22,13,1,-4,0
CC(CC(=O)NCC1CCCO1)c1ccccc1 (stereo not given),0,-6,15,-8,10,-1,5,14,-6,-4,-12
COc1ccc(CCNS(=O)(=O)c2cccc(S(=O)(=O)N3CCCC3)c2)cc1OC,-8,-17,4,-6,-15,-1,18,2,-2,1,-34
CC(=O)Nc1ccc(S(=O)(=O)N(CC(=O)NCC2CCCO2)Cc2ccccc2Cl)cc1 (stereo not given),-24,-6,-17,-5,3,-6,10,-1,9,-3,-17
COc1ccc(S(=O)(=O)N(C)CC(=O)Nc2ccc3c(c2)OCCO3)cc1OC,-37,22,-7,-3,-4,-6,3,-1,9,0,24
O=C(CCNS(=O)(=O)c1ccc(OC(F)(F)F)cc1)N1CCN(C/C=C/c2ccccc2)CC1,11,26,6,0,3,-1,11,15,25,11,12
Cc1ccccc1NC(=O)COC(=O)c1cccc(S(=O)(=O)N2CCCCC2)c1,-12,-7,-1,3,9,5,-17,-3,5,-1,-8
O=C(NN=Cc1cccc([N+](=O)[O-])c1)c1cc(-c2cccnc2)nc2ccccc12,-11,-4,-2,-4,3,-1,-7,19,-15,0,16
COCC(C)NS(=O)(=O)c1ccc(C)cc1 (stereo not given),0,10,-18,-12,-4,5,-3,6,11,2,3
Cc1cc(C)c(S(=O)(=O)Nc2cccc(S(=O)(=O)NC3=NCCC3)c2)c(C)c1,3,-3,9,1,-3,-2,11,3,5,2,16
CN(C(=O)c1ccc(NC(=O)C2CCCN(C(=O)OC(C)(C)C)C2)cc1)C1CCCC1 (stereo not given),16,-7,5,-10,-15,0,-7,-1,5,-1,6
Cc1ccccc1/C=N\NC(=O)c1ccc(Cn2cccn2)o1,-22,-21,-14,1,-3,1,1,-20,-34,-5,-31
Cn1nc(-c2ccc(N3CCOCC3)c(NS(=O)(=O)c3ccc(Cl)cc3)c2)c2ccccc2c1=O,-7,61*,-9,4,-6,-4,-3,-1,2,55,nt
Cc1cc(C)nc(NS(=O)(=O)c2ccc(NC(=O)Nc3ccccc3)cc2)n1,-6,-25,-11,-3,-1,2,1,-8,-11,5,-10
Cc1ccc(C2CC(c3ccc(Cl)cc3)n3nc(N)nc3N2)cc1 (stereo not given),-19,-8,1,5,-12,5,6,9,-9,-5,-18
Cc1[nH][nH]c(=O)c1N=Nc1ccc(S(N)(=O)=O)cc1,6,1,8,-2,nt,-4,16,42,11,-7,-10
Cc1ccccc1NS(=O)(=O)c1cc(S(C)(=O)=O)ccc1Cl,3,7,7,-3,0,1,11,3,-2,-3,0
CCOC(=O)Cn1c(CN2CCOCC2)nc2c1c(=O)[nH]c(=O)n2C,-28,4,2,0,-2,10,-2,-10,7,3,6
Cc1cccc(Nc2nnc(SCC(=O)Nc3ccccc3[N+](=O)[O-])s2)c1,-20,25,-6,9,13,-7,-19,-29,4,-5,1

# Limited to NR2F2 inh, SRC1 inh and TROY signal inh, for two of the compounds above:
molecule	NR2F2 inh	SRC1 inh	TROY signal inh
Cn1nc(-c2ccc(N3CCOCC3)c(NS(=O)(=O)c3ccc(Cl)cc3)c2)c2ccccc2c1=O	2	-9	nt
CCOC(=O)Cn1c(CN2CCOCC2)nc2c1c(=O)[nH]c(=O)n2C	7	2	6

# Carrying on:
SMILES,NCOA2 inhibitor,TWEAK Fn14 block,SRC1 inh,NOD2 RIPK2 PPI,TLR9-MyD88 inh,ABHD5-PLIN5 inh,NCOA3 inh,LRH-1 inv ag,NR2F2 inh,Exocytosis inh,TROY signal inh
CC(C(=O)NC1CCCCC1)N1CCN(S(=O)(=O)c2cccs2)CC1 (stereo not given),-11,6,-5,2,1,2,8,-4,4,-5,-11
CCOC(=O)C1(Cc2ccccc2)CCCN(C2CCCC2)C1 (stereo not given),0,-18,17,-11,3,2,-2,19,3,59*,-3
Cc1ccccc1C(=O)Nc1ccccc1,-18,10,-30,-9,-4,-4,-28,-25,-12,-1,-5
COC(=O)c1ccc(N2CCOCC2)c(NC(=O)c2ccco2)c1,-1,-10,-1,-5,-1,-5,-7,21,-14,-1,-1
O=C(O)c1ccccc1-c1ccc(C=c2sc3nc4cc(Br)cnc4n3c2=O)o1,7,54*,-2,4,nt,-10,2,-4,11,0,14
COc1ccccc1CN1C[C@@H]2C[C@@H](C3=Cc4cccc(OC)c4OC3)N3CCC[C@@]23C1=O,6,0,10,4,-4,1,14,3,27,7,14
O=C(COC(=O)Cc1ccsc1)Nc1cccc(F)c1,14,6,-3,-1,-2,4,3,-6,-26,6,9
CC(=O)/C(=N\Nc1ccccc1)Sc1nncn1C,-17,-8,2,3,-9,-2,-5,9,7,2,-9
CCOC(=O)CC(=O)Nc1ccc(C(=O)OCC)cc1,-35,-9,-9,-17,-3,5,-14,-3,-1,1,-10
CSc1nc(-c2ccccc2)c2cc(Cl)ccc2n1,10,-11,1,-4,-5,4,0,-6,10,-4,9
O=C(COC(=O)Cc1ccc(Cl)cc1Cl)NCc1ccco1,-10,0,10,-6,5,0,-15,18,-11,1,-6
CN(CC12CC3CC(CC(C3)C1)C2)C(=O)c1ccco1,-2,-3,11,-3,-3,2,-2,38,12,4,31
O=C(NC(=S)Nc1cccc(CO)c1)c1ccc(-c2ccccc2)cc1,-13,-1,-86,-7,4,-6,-36,-108,-17,-1,7
COc1cccc(C(=O)NNC(=O)CCc2ccccc2)c1,-25,-22,-3,7,-3,-1,0,-4,1,-1,6
CC1(/[N+]([O-])=C/c2ccc(Cl)cc2Cl)CCCCC1=O (stereo not given),20,0,4,-6,nt,4,9,-10,1,-5,-8
O=C1N=C(N2CCN(c3ccccc3)CC2)SC1Cc1ccccc1 (stereo not given),13,4,-3,-4,8,4,-7,-1,3,-10,-12
CC1(Cc2ccc(S(C)(=O)=O)cc2)C(=O)Nc2ccc(Cl)cc21 (stereo not given),-1,-2,1,-4,nt,7,4,15,-2,-5,9
COc1cc(OC)cc(C(=O)NC(=S)Nc2ccc3oc(=O)ccc3c2)c1,-20,-11,4,-13,-1,-6,-17,0,-19,-8,8
CC(=O)Nc1ccc(C(=O)OCC(=O)NC(=O)NC(C)(C)C)cc1,-29,-8,-18,-4,6,-4,-15,10,12,-3,8
O=C(N/N=C/c1c[nH]c2ccccc12)C1CC1(c1ccccc1)c1ccccc1 (stereo not given),-1,47,-41,3,-3,0,26,10,-7,8,38
COC(=O)c1cccc(NC(=O)c2ccc3c(c2)C(=O)N(Cc2cccnc2)C3=O)c1,-5,-21,-5,7,-1,9,-2,-5,24,5,-5
CCOc1ccc(/C=C2\SC(=S)N(CCC(=O)Nc3ccccc3C(=O)O)C2=O)cc1,-22,-5,5,-11,-6,6,-1,-8,-13,-5,31
O=C(Cn1cc(S(=O)(=O)Cc2ccc([N+](=O)[O-])cc2)c2ccccc21)N1CCOCC1,-9,15,-13,-1,3,-4,22,23,11,-8,-14
COC(C/C=C/C(=O)COCc1ccccc1)OC,18,32,-17,0,-7,24*,-47,4,8,25,-1
CC(C)[C@H](NC(=O)c1ccccc1)C(=O)OCC(=O)c1ccc2c(c1)NC(=O)CO2,-10,-7,-6,1,-1,1,3,-7,-16,2,7
COc1ccc(Cc2nc3ccc(C(=O)N4CCCC4)cc3o2)cc1OC,-11,9,-29,-12,6,-15,-26,1,16,3,9
O=c1/c(=C\c2cccc(O)c2)sc2nc(-c3ccccc3)c(-c3ccccc3)n12,5,11,nt,nt,2,nt,nt,nt,2,2,-28
COc1ccc(OC)c(NC(=O)C2CCC(CNc3c(N4CCC(C)CC4)c(=O)c3=O)CC2)c1 (stereo not given),0,-16,-40,-1,17,4,11,18,-44,2,-2
